Screens (PubChem BioAssay)
TNAP activation fold – stimulation of alkaline phosphatase TNAP activity – biochemical, luminescent, no phosphate acceptor, uHTS, primary screen (AID 1001); actives 0.03% (n = 200,000); purified TNAP, luminescent activation assay, no phosphate acceptor; higher activation fold means a stronger effect; activation fold at 20 µM, or EC50 in µM where a hit was titrated; in the data active = activation fold from about 3, or a potency from the dose series; inactive = the rest, 99 in 100 with activation fold below about 1.6; also: many of its hits are not listed in these tables
NTR1 agonist – NTR1-driven beta-arrestin-GFP spot formation – imaging, U2OS cells, high content, primary screen (AID 493036); activation, % at 20 µM; agonist mode; actives 0.17% (n = 330,000); P30989;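 active = activation at or above 40% of the spot to cytoplasm intensity ratio, with at least 20 cells analyzed; inconclusive = wells under 20 cells, flagged as cytotoxic or low count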;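 also: 0% = DMSO without peptide and 100% = 100 nM NTR1 peptide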
Target sequence (P30989 whole entry, looked up): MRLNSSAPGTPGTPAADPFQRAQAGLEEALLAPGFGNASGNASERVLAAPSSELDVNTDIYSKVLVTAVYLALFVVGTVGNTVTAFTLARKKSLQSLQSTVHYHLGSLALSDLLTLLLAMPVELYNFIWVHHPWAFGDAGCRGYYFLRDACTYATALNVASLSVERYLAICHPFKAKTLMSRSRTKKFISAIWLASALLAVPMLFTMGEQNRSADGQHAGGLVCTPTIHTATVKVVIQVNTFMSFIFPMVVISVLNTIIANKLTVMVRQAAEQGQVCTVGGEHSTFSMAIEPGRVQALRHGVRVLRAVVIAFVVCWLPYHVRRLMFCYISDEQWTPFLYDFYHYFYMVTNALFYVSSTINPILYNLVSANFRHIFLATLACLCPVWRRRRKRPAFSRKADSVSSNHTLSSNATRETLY
Myeloid diff MLP – myeloid differentiation induction; ER-HoxA9 myeloid progenitors, lysozyme-GFP differentiation, flow cytometry; calls only at 10 µM; actives 1% (n = 360,000); AID 624256;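 active = normalized GFP-positive differentiation at or above the plate's own cutoff, the solvent-only control mean plus 3 SD; inconclusive = no clear call, values can overlap the other calls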;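 also: cells exposed to compound for four days before flow analysis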
T cell HTS – T cell immune modulation candidate | 2C CD8+ T cell-vesicle binding, flow cytometry; hits give low values | actives 0.068% (n = 330,000) | calls only at 7 µM;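 active = response, share of CD8 T cells binding vesicles, and their 90th percentile fluorescence all below set limits, cut at about 80% in these data, passing the limit was not always enough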
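Test system: purified 2C TCR transgenic mouse naive CD8+ T cells. Probe or stimulus: QL9-peptide-loaded Drosophila micro-vesicles bearing Ld, ICAM-1 and B7-1. Incubation: binding step 1.5 h, 37 °C, antibody labelling 20 min, ice. Measured by: flow cytometry of vesicle-bound cells.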
Salmonella PhoP GFP – inhibitors of PhoP regulon expression, primary screen, Salmonella Typhimurium, GFP reporter (AID 1863) | S. Typhimurium PhoP-regulated promoter GFP reporter, 4 h; higher % means a stronger effect | inhibition, % at 50 µM; hits with a dose series show IC50 in µM | actives 0.16% (n = 300,000);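 active = inhibition over 29.93%, a cutoff 3 SD above the screen mean, later confirmed by dose response; inconclusive = inhibition over 29.93% but no dose response follow-up; inactive = inhibition at most 29.93% or unconfirmed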;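 also: 0% = low Mg2+ inducing control and 100% = high Mg2+ repressing control; strong numbers were not always called active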
SV40 large T antigen – SV40 large T antigen inhibitors, biochemical (AID 1903). SV40 large T antigen ATPase/helicase inhibition assay; higher % means a stronger effect. inhibition, % at 20 µM; hits with a dose series show IC50 in µM. actives 0.39% (n = 310,000); in the data active = a potency from the dose series; inconclusive = inhibition mostly from about 32% at the one dose, without a potency; inactive = the rest, 99 in 100 with inhibition below about 32%; also: strong numbers were not always called active
Rac1 GTP hydrolysis – MgcRacGAP GTPase-activating activity inhibitors, confirmation, biochemical, ADP Hunter fluorescence; one-dose inhibition, % at 30 µM; IC50 in µM for titrated hits; AID 624330; actives 0.6% (n = 340,000); MgcRacGAP-stimulated Rac1 GTP hydrolysis, ADP Hunter fluorescence; higher % means a stronger effect; GST-tagged Rac1 F28L mutant substrate;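 active = first-screen hits whose inhibition reached a set limit at any dose in the follow-up dose series; inconclusive = inhibition above the set first-screen limit but never retested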;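 also: fluorescence reports GDP produced by GAP-driven GTP hydrolysis; strong numbers were not always called active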
RSV antiviral HEp-2 – RSV antiviral activity via CPE protection, HEp-2 cells, primary 10 µM value included (AID 2391). HEp-2 cells, RSV-induced CPE inhibition; higher % means a stronger effect. one-dose CPE inhibition, % at 10 µM; IC50 in µM for titrated hits. actives 0.13% (n = 310,000); in the data active = a potency from the dose series; inconclusive = CPE inhibition mostly from about 23% at the one dose, without a potency; inactive = the rest, 99 in 100 with CPE inhibition below about 21%; also: strong numbers were not always called active
K1F lysis inhibition – inhibition of K1F phage lysis, E. coli UTI89, bacterial capsule biogenesis inhibitors, alamar blue (AID 488966). E. coli UTI89 K1F phage lysis, alamar blue, 2 h; higher % means a stronger effect. actives 0.02% (n = 340,000). inhibition, % at 100 µM; hits with a dose series show IC50 in µM;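 active = phage lysis inhibition, versus mean bacterial control, above a set limit; inconclusive = no clear call, values can overlap the other calls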;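 also: capsule biogenesis inhibitors block K1F phage lysis so surviving cells raise fluorescence; higher fluorescence means more inhibition of phage lysis; actives were called in the ten point dose series up to 300 µM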
T cell HTS vesicle-bound % – second read-out of T cell HTS, no call of its own (marks repeat the call); double positive events, %; measured here: CD8+ vesicle-bound cell fraction;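 binding gate set so that unloaded-vesicle control wells show 10% double positive cells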
NTR1 agonist cell count 20 µM – recorded beside NTR1 agonist, whose call it bears; cell count; measured here: cell count, cytotoxicity flag
Myeloid diff MLP GFP+ MAC1+ % – second read-out of Myeloid diff MLP, no call of its own (marks repeat the call); GFP+ MAC1+ double positive, %; measured here: differentiation confirmed by MAC1 staining
Active calls of the source: *; i = inactive; ? = inconclusive; . = not tested or not shown; + = active, no number; [ ] = another dose, or the depositor's remark.

SMILES	TNAP activation fold	NTR1 agonist	NTR1 agonist cell count 20 µM	Myeloid diff MLP	Myeloid diff MLP GFP+ MAC1+ %	T cell HTS	T cell HTS vesicle-bound %	Salmonella PhoP GFP	SV40 large T antigen	Rac1 GTP hydrolysis	RSV antiviral HEp-2	K1F lysis inhibition
Cc1cnc(C(=O)OCC(=O)Nc2cc(-c3ccccc3)nn2-c2ccccc2)cn1	.	-1.5	64	i	1.0	i	30	-4%	-1%	6%	0.8%	-1.5%
O=C(Nc1ccc(N2CCN(C(=O)c3ccc(Cl)cc3)CC2)cc1)c1cc2ccccc2o1	1.2	2.0	53	i	0.7	i	35	-3%	-1%	22%	0.3%	-0.6%
O=[N+]([O-])c1ccc(/C=N/Nc2cc(Cl)nc(-c3ccccc3)n2)cc1	1.1	9.8	69	i	0.3	i	51	-9%	-4%	9%	1.4%	0.8%[50 µM]
CC1=CC=CC2=NC(=O)CC(C)(C(=O)N(CC(=O)NC(C)C)C3CCCC3)N12 (centres undefined)	1.1	-1.3	58	i	7.2	i	12	-4%	20%	10%	1.2%	-0.2%
CCCn1c(N2CCN(C(=O)Nc3ccccc3)CC2)nc2ccccc21	1.1	-0.6	46	i	0.2	i	28	.	.	7%	-0.3%	-0.5%
CC(C)N(Cc1ccccc1)C(=O)CCc1ccccc1	1.1	-0.3	56	i	0.4	i	42	-4%	8%	0%	1.6%	0.1%
Cc1nc2scc(C)n2c(=O)c1S(=O)(=O)NCc1ccccc1Cl	.	-1.8	50	i	0.0	i	42	-9%	14%	10%	1.8%	0.1%
COc1ccc(/C=N/NC(C)(C)C)c(OC)c1	1	1.4	48	i	0.6	i	42	-14%	3%	10%	0.0%	0.1%
Cn1cccc1/C=C1\SC(=O)N(c2ccc(O)cc2)C1=O	1.1	0.2	46	i	1.7	i	44	-19%	7%	0%	1.6%	-0.9%[50 µM]
O=C(CNC(=O)c1ccc(Cl)cc1)NCC(F)(F)F	1	0.2	48	i	0.4	i	8	-10%	-2%	-1%	0.3%	4.6%
O=C(NN1C(=O)C2C3C=CC([C@H]4CC34)[C@@H]2C1=O)c1ccc(Br)cc1 (some centres undefined)	.	1.1	34	i	0.7	i	0	-5%	2%	8%	0.2%	0.8%
CCOC(=O)C1CCCN(Cc2ccc(-c3ccccc3)cc2)C1 (centres undefined)	.	4.2	72	i	0.4	i	8	-6%	3%	-3%	0.2%	0.1%
O=C(NCc1cccnc1)c1csc2c1CCCC2	1.2	2.1	45	i	0.3	i	56	-11%	4%	5%	0.9%	3.3%[50 µM]
O=C1CCN(Cc2ccc(Cl)cc2)N1	.	-1.7	80	i	0.5	i	33	-5%	9%	1%	2.5%	0.4%
CN1CCC(OC(=O)COc2ccc(F)cc2)CC1	1.1	-0.4	52	i	0.4	i	19	1%	4%	5%	1.2%	0.5%
CCc1nc(N2CCOCC2)c(C#N)c2c1CCCC2	1.1	5.5	53	i	1.4	i	47	11%	13%	11%	?	-0.2%
CC(C)(C)c1ccc(Cn2nnc3c(=O)[nH]c(C4CCN(C(=O)c5ccco5)CC4)nc32)cc1	.	19	41	i	2.0	.	.	.	.	2%	.	0.1%
CSc1cccc(NC(=S)N(Cc2ccc(C)cc2)Cc2cccnc2)c1	1.1	1.2	61	i	0.6	i	11	-5%	4%	5%	-1.3%	1.9%
O=C(CCc1nc2cccnc2n1Cc1ccccc1)NCCc1ccc(Cl)cc1	1.1	-0.4	77	i	0.8	i	28	-13%	1%	6%	1.4%	0.1%
O=C(NCc1ccco1)C1CC(c2ccc(C(F)(F)F)cc2)=NO1 (centres undefined)	.	-0.1	85	i	0.4	i	19	.	21%	10%	3.3%	1.4%
CCN1C(=NCc2cc(OC)c(OC)c(OC)c2)N[C@@H](c2ccccc2)C(C(=O)OC)=C1C	.	1.3	62	i	0.8	i	20	.	.	6%	.	0.3%
COc1ccccc1NS(=O)(=O)c1cc([N+](=O)[O-])ccc1N/N=C/c1sc(N2CCOCC2)nc1-c1ccccc1	0.7	.	.	+	14*	i	56	6%	23%	15%	-0.4%	3.4%
COc1ccccc1CNCc1ccc(C)cc1	.	1.6	76	i	0.9	i	42	8%	19%	7%	0.3%	-2.2%
Cc1cc(SCC(=O)NC2(C#N)CCCCC2)nc2c(C)cccc12	.	6.3	42	i	1.1	i	61	12%	11%	5%	0.1%	-1.9%
CCCCn1c(=O)[nH]c(=O)c2c1nc(-c1ccccc1F)n2Cc1ccccc1	1.2	1.3	49	.	.	i	37	-4%	-3%	-5%	5.2%	-0.1%
Following part
SMILES	TNAP activation fold	NTR1 agonist	NTR1 agonist cell count 20 µM	Myeloid diff MLP	Myeloid diff MLP GFP+ MAC1+ %	T cell HTS	T cell HTS vesicle-bound %	Salmonella PhoP GFP	SV40 large T antigen	Rac1 GTP hydrolysis	RSV antiviral HEp-2	K1F lysis inhibition
Cc1ccc(NC(=O)COC(=O)CCn2c(C)csc2=O)cc1S(=O)(=O)N1CCOCC1	.	0.1	52	i	1.8	i	54	-3%	10%	8%	-1.2%	1.1%[50 µM]
CCOc1ccc(/C=N/Nc2nc(=O)[nH]nc2C)cc1OC	2	1.3	82	i	0.1	i	64	-2%	7%	7%	4.0%	0.4%
O=C(CCc1nnc2ccc(N3CCCC3)nn12)Nc1ccc(F)cc1F	.	1.2	60	i	2.5	i	22	9%	6%	5%	-0.2%	0.2%
CCN(CC(=O)Nc1c(F)cccc1F)C(=O)CCc1nc2cc(S(=O)(=O)N(C)C)ccc2n1CC	.	-0.2	69	i	4.0	i	19	4%	-4%	2%	2.3%	0.0%
O=C(COC(=O)c1nc(Cl)ccc1Cl)Nc1ccc2c(c1)OCO2	1.1	1.1	93	i	1.5	i	61	-9%	0%	10%	0.1%	0.3%
O=C(O)CCN1C(=O)c2ccncc2C1=O	1.1	0.0	78	i	1.2	i	32	-10%	5%	3%	-0.2%	0.9%
Cc1ccc2c(CN(C)Cc3ccccc3)cc(=O)oc2c1C	.	8.2	69	i	0.3	i	10	2%	20%	-4%	?	3.1%[50 µM]
COc1ccc(NC(=O)C2C(=O)N(CCO)C3(C)CC2c2ccccc2O3)cc1 (centres undefined)	1.2	0.0	39	i	0.7	i	20	-9%	17%	12%	0.8%	0.1%
CCc1ccc(CN2CCC(n3nccc3NC(=O)C3CCCC3)CC2)cc1	.	1.4	59	i	1.4	i	6	-6%	12%	6%	1.1%	0.2%
CCOc1cc(/C=N/Nc2nc3ccccc3[nH]2)cc(Br)c1OCC(=O)N(C)C	1.5	3.8	64	i	0.6	i	14	-1%	12%	20%	?	0.6%
Cc1c(C(C)(C)C)c(C=S)n2ccccc12	0.9	0.9	82	i	0.6	i	43	-7%	10%	2%	10%	0.4%
CCOc1ccc(C(=O)COC(=O)c2ccc(-n3cnnn3)cc2)cc1	.	0.2	60	i	0.9	i	19	-5%	16%	9%	2.2%	0.2%
Cc1ccc(NS(=O)(=O)c2ccc(NC(=O)[C@@H]3CCCC[C@@H]3C(=O)O)cc2)c(C)c1	0.8	2.7	58	i	1.2	i	24	-3%	4%	3%	8.5%	0.4%
CCCCCOc1ccccc1C(=O)NCC(=O)O	1	3.7	82	i	1.3	i	34	-10%	13%	4%	3.8%	2.1%
O=C(Nc1cccc([N+](=O)[O-])c1)c1ccncc1	0.9	1.8	45	i	0.8	i	34	22%	5%	2%	1.5%	-0.1%
Cc1ccc(OCC(=O)N2CCCC(CO)(CCOc3ccccc3)C2)cc1 (centres undefined)	.	5.4	47	i	0.6	i	67	1%	2%	8%	8.2%	1.0%[50 µM]
C=CCc1ccc(OCCOCCOc2cccc3ccc(C)nc23)c(OC)c1	1.1	1.8	54	i	5.5	i	49	-8%	-1%	26%	24%	-0.7%
COCCN(Cc1nc2ccccc2c(=O)[nH]1)C(=O)COc1c(C)cc(Cl)cc1C	.	7.2	75	i	0.1	i	41	.	.	4%	1.0%	0.1%[50 µM]
COc1ccc(OCCN(C)Cc2ccccc2)cc1	1	0.0	98	i	0.6	i	18	-3%	0%	5%	0.1%	0.7%
Cc1cc(Br)c(NC(=O)COC(=O)c2ccc[n+]([O-])c2)c(Br)c1	.	-0.8	64	i	1.7	i	51	.	.	4%	.	0.1%[50 µM]
CCN(CC)S(=O)(=O)N1CCC(C(=O)NCc2ccco2)CC1	1	-0.7	30	i	2.3	i	54	-7%	7%	-3%	4.8%	0.1%
CCCCN(CCCC)C(=O)CSc1nnc2n(C)c(=O)c3c4c(sc3n12)CCCC4	1	.	.	.	.	.	.	-12%	6%	18%	.	-0.7%
O=C1c2ccccc2C(=O)c2c1ccc(C(=O)N1CCCCC1)c2NCCO	0.9	-0.6	52	i	1.1	i	18	9%	7%	10%	2.0%	1.7%[50 µM]
O=S(=O)(Nc1ccc2c(c1)OCCO2)c1ccc(F)c(F)c1	.	-0.9	53	.	.	i	33	4%	6%	6%	22%	-0.8%
COc1ccc(-c2cc(C(F)(F)F)nc(N3CCN(C)CC3)n2)cc1OC	1	1.2	88	i	0.3	i	28	15%	-7%	9%	-1.4%	0.0%
Cc1noc(C)c1C(=O)NCc1ccccc1Br	1.1	0.2	89	i	0.3	i	22	-9%	10%	-5%	2.7%	0.6%
COc1ccc(-c2[nH]ncc2CN2CCCC2c2nonc2C)c(F)c1 (centres undefined)	0.5	0.0	54	i	0.2	i	46	.	.	10%	2.9%	0.0%

As a short view, 3 of the compounds above:
SMILES	TNAP activation fold	NTR1 agonist	NTR1 agonist cell count 20 µM	Myeloid diff MLP	Myeloid diff MLP GFP+ MAC1+ %	T cell HTS	T cell HTS vesicle-bound %	Salmonella PhoP GFP	SV40 large T antigen	Rac1 GTP hydrolysis	RSV antiviral HEp-2	K1F lysis inhibition
Cc1ccc(NC(=O)COC(=O)CCn2c(C)csc2=O)cc1S(=O)(=O)N1CCOCC1	.	0.1	52	i	1.8	i	54	-3%	10%	8%	-1.2%	1.1%[50 µM]
CCOc1ccc(/C=N/Nc2nc(=O)[nH]nc2C)cc1OC	2	1.3	82	i	0.1	i	64	-2%	7%	7%	4.0%	0.4%
O=C(CCc1nnc2ccc(N3CCCC3)nn12)Nc1ccc(F)cc1F	.	1.2	60	i	2.5	i	22	9%	6%	5%	-0.2%	0.2%
